V-ATPase pH – yeast V-ATPase proton transport regulation by pHLuorin; S. cerevisiae, pHLuorin cytosolic pH fluorescence; response, % at 10 µM; hit rate 0.37% among 350,000; AID 504577; in the data active = response mostly above about 7.3%, no sharp cut-off; inactive = mostly below about 5.4%; also: actives read high; inactives centre near 0; some compounds called inactive have numbers as strong as hits; reference of the scale not given here
Active calls of the source: *. Not all compounds are listed; count on the stated rates, not on these rows.

V-ATPase pH	molecule
-3.2	COCCCn1c(=O)/c(=C/c2ccccc2OC(C)C)s/c1=C(\C#N)C(=O)Nc1ccc(C(=O)O)cc1
-1.9	C[C@H](CO)N1C[C@H](C)[C@@H](CN(C)CC2CCOCC2)Oc2cc(C#Cc3ccccc3F)ccc2S1(=O)=O
1.4	COc1ccc(C(=O)NC(=S)Nc2ccc3[nH]c(=O)[nH]c3c2)cc1Br
0.6	O=C(C[C@H]1C(=O)N(C2CCCCC2)C[C@@H]1c1ccccc1)Nc1ccc(Br)cc1
-0.6	CSc1ncnc2c1ncn2CCCNCC(C)c1ccccc1 (configuration not stated)
-0.7	CCc1cc(-c2nnn(CCC3COCCO3)c2CC)cc(CC)c1-c1cn(Cc2ccc3ccccc3c2)nn1 (configuration not stated)
5.4	COc1ccccc1S(=O)(=O)N(C)C[C@@H]1OCc2cnnn2CCCC(=O)N([C@H](C)CO)C[C@@H]1C
-3.2	COC(=O)c1sccc1N/C=C(\C#N)S(=O)(=O)C(C)(C)C
-1.0	CC1C(=O)N(Cc2cn(CCC3OCCCO3)nn2)CCS(=O)(=O)N1Cc1ccc(-c2ccc(F)nc2)cc1 (configuration not stated)
-4.5	Cc1cc(C)c2c(C)[nH]nc2n1
0.3	Clc1ccc2nc(C(Cl)(Cl)Cl)[nH]c2c1
2.7	Cc1cc(C)c(NC(=O)CN2CCN(S(=O)(=O)c3ccc4c(c3)OCCO4)CC2)c(C)c1
-0.8	CSc1nc2nc(Cl)c(Cl)nc2[nH]1
2.8	CCOC(=O)C1(C(=O)OCC)COC(=O)C1CN1Cc2cc3ccccc3nc2C1 (configuration not stated)
-0.8	C[C@H]1CN([C@@H](C)CO)S(=O)(=O)c2ccc(Br)cc2O[C@H]1CN(C)Cc1ccccc1
1.3	CN1C(=O)CN(CCN2CC(=O)N(C)C(=O)C2)CC1=O
0.2	Cc1cccc(OC(C)C(=O)Nc2nc(-c3cccnc3)cs2)c1 (configuration not stated)
0.7	Cc1cc(C)cc(NC(=O)Nc2cc(S(=O)(=O)N(C)C)ccc2C)c1
-1.6	COc1cc2c(cc1OC)C(CNC(=O)C=Cc1cc(OC)c(OC)c(OC)c1)C2 (configuration not stated)
1.4	Cc1ccc([C@H]2N[C@]3(CCCN(Cc4ccc(C(F)(F)F)cc4)C3=O)[C@H]3C(=O)N(C)C(=O)[C@@H]23)cc1
-2.6	O=C(c1ccc(F)cc1)C1CCN(Cc2ccccc2F)CC1
0.9	C[C@H](CO)N1C[C@H](C)[C@@H](CN(C)C(=O)Nc2cc(F)ccc2F)Oc2ncc(-c3cccc(F)c3)cc2C1=O
-2.3	COCC(=O)N(C)C[C@@H]1Oc2cc(-c3ccc(F)cc3)ccc2S(=O)(=O)N([C@H](C)CO)C[C@H]1C
0.9	N#Cc1c(Nc2ccccc2C(F)(F)F)s[nH]c1=O
0.5	Cc1ccc(S(=O)(=O)NN=CC2(c3ccccc3)CC2)cc1
0.4	COc1cccc2c(=O)c3c(oc12)CCCC3
-0.7	C[C@H]1CN([C@@H](C)CO)C(=O)CCCn2nncc2CO[C@@H]1CN(C)Cc1cccc(C(F)(F)F)c1
-0.5	COc1ccc(C(=O)Nc2cc(S(=O)(=O)N3CCCCC3)ccc2C)cc1
0.8	CCCCCC(=O)N1C[C@@H](n2cc(COC(=O)c3ccccc3)nn2)[C@H](O)C[C@@H]1c1ccc(C)cc1
-2.6	C[C@H]1CN([C@@H](C)CO)C(=O)c2cc(Br)cnc2O[C@@H]1CN(C)C(=O)C1CCC1
-0.5	Cc1cccc(S(=O)(=O)N(C)C[C@@H]2OCc3cnnn3CCCC(=O)N([C@H](C)CO)C[C@@H]2C)c1
-0.2	Cc1onc(-c2c(F)cccc2Cl)c1-c1nnc(-c2cccc3ccccc23)o1
1.1	CCN(CC)S(=O)(=O)c1ccc(O)c(C(=O)OCC(=O)N2CCCc3ccccc32)c1
-2.5	Nc1ncnc(N)c1NC(=O)c1cc(Cl)c(OCc2ccccc2)c(Cl)c1
4.9	CCOc1ccccc1C(c1c(O)nc(SC)[nH]c1=O)c1c(O)nc(SC)[nH]c1=O
-0.2	COc1ccc(C(=O)[C@H]2[C@H]3C(=O)N(c4ccccc4)C(=O)[C@H]3C3C=CC=NN32)cc1 (some centres not stated)
0.1	CC(=O)Nc1cccc(OCCCNC(=O)c2ccc(C(C)(C)C)cc2)c1
-1.2	Cc1ccc([C@H]2C[C@@H](n3cc(C4CC4)nn3)[C@H](O)CN2C(=O)c2cccs2)cc1
1.2	Nc1nc(SCc2ccccc2)sc1C(=O)N1CCCCC1
0.7	O=C(OCc1cn([C@H]2CN(C(=O)c3cccs3)[C@@H](c3ccc(Cl)cc3)C[C@@H]2O)nn1)c1ccccc1
-1.5	Cc1ccc(/C=N/NC(=O)c2cc(C)oc2C)cc1
1.1	CN1OC[C@@H]2C(=O)N3CCc4c([nH]c5ccccc45)[C@@H]3C[C@@H]21
0.8	Cc1ccc(S(=O)(=O)NN=CC=CC=NNS(=O)(=O)c2ccc(C)cc2)cc1
-3.2	Cc1cccc(NC(=O)CCCCC(=O)Nc2cccc(C)c2)c1
2.9	COC(=O)c1ccc(COc2ccccc2/C=N/O)o1

An excerpt from above in order of their number in V-ATPase pH, descending:
smiles	V-ATPase pH
CN1OC[C@@H]2C(=O)N3CCc4c([nH]c5ccccc45)[C@@H]3C[C@@H]21	1.1
Cc1ccc(S(=O)(=O)NN=CC=CC=NNS(=O)(=O)c2ccc(C)cc2)cc1	0.8
Nc1ncnc(N)c1NC(=O)c1cc(Cl)c(OCc2ccccc2)c(Cl)c1	-2.5

An excerpt from above in order of length of the SMILES, descending.
V-ATPase pH	molecule
-0.5	Cc1cccc(S(=O)(=O)N(C)C[C@@H]2OCc3cnnn3CCCC(=O)N([C@H](C)CO)C[C@@H]2C)c1
-1.2	Cc1ccc([C@H]2C[C@@H](n3cc(C4CC4)nn3)[C@H](O)CN2C(=O)c2cccs2)cc1
-3.2	Cc1cccc(NC(=O)CCCCC(=O)Nc2cccc(C)c2)c1
1.2	Nc1nc(SCc2ccccc2)sc1C(=O)N1CCCCC1

Next part:
V-ATPase pH	molecule
-0.7	COc1ccc2nc3n(c(=O)c2c1)-c1ncccc1C(=O)NC3C (configuration not stated)
2.6	CN(C)c1ccc(C(=O)C=Cc2ccc([N+](=O)[O-])cc2)cc1
0.2	Cc1cc(C)n2c(SCC(=O)N(CCC#N)c3ccc4c(c3)OCCO4)nnc2n1
2.9	COc1ccc(Oc2c(OC)cc(NCc3ccc(CN)cc3)c3ncccc23)cc1
-0.9	COc1cccc(-c2cccc(NC(=O)C3CCN(CCCn4cccn4)CC3)c2)c1
-0.8	CCOc1cc(N2CCOCC2)c(OCC)cc1NC(=O)c1cccc(S(=O)(=O)N2CC(C)OC(C)C2)c1 (configuration not stated)
-1.2	Cn1nnc2c[n+](CC(=O)c3ccc(Cl)cc3)cc(Br)c21
-2.6	Cc1[nH]c2ccccc2c1/C=N/NC(=O)c1cc(C(C)(C)C)[nH]n1
3.5	O=C(CSc1nc2ncc(Cl)cc2[nH]1)c1ccc2c(c1)OCO2
-3.9	Cc1c(Cc2ccccc2)[n+](=O)c2ccccc2n1[O-]
3.4	O=C(O)c1ccccc1NCc1cccnc1
-0.7	O=C(CN1CCN(S(=O)(=O)c2ccc(Br)s2)CC1)NCC1CCCCC1
2.2	C/C(CCC1CC(C)OC1=O)=N\NC(N)=O (configuration not stated)
-1.6	O=[N+]([O-])c1ccc(S(=O)(=O)Nc2ccc(-c3ccccc3)cc2)cc1
-1.4	C[C@H]1CN([C@@H](C)CO)C(=O)CCCn2nncc2CO[C@H]1CN(C)C(=O)c1ccc2ccn(C)c2c1
0.2	O=C(Cn1sc2ccccc2c1=O)Nc1ccc(F)cc1
1.7	CC1=NN(C(C#N)c2ccc([N+](=O)[O-])cc2)C(C)(C)C1 (configuration not stated)
0.0	CCN1C(=O)[C@H]2[C@@H](c3ccc(C)cc3)N[C@]3(CCCN(CC4CCCCC4)C3=O)[C@H]2C1=O
-0.1	Cc1ccccc1NC(=O)Cc1nc(COC(=O)CNC(=O)c2ccc(Cl)cc2Cl)cs1
-0.8	COC(=O)C[C@H]1C[C@@H]2c3cc(N(C)C)ccc3O[C@@H]2[C@H](CO)O1
2.0	Cc1nccn1CCC(=O)NC1CCCc2c1cnn2-c1ccc(C(C)(C)C)cc1 (configuration not stated)
0.4	O=C(COC(=O)c1cccc(S(=O)(=O)N2CCOCC2)c1)NC1CCCCC1
-0.4	Cc1cc(C)cc(OCC(=O)O/N=C(\N)Cc2ccc([N+](=O)[O-])cc2)c1
-1.4	CC(C)CN(C(=O)CSc1nc2ccccc2[nH]1)c1c(N)n(Cc2ccccc2)c(=O)[nH]c1=O
0.3	CC1Cc2ccccc2N1C(=O)Cn1cc(C(F)(F)F)ccc1=O (configuration not stated)
2.4	Cc1ccc(NC(=O)C(C)Sc2nnc3n2CCCCC3)cc1S(=O)(=O)N1CCOCC1 (configuration not stated)
-0.2	CC(C)/C=C/C(=O)N1CCC(N2CCC(C(=O)NCC3CCCO3)CC2)CC1 (configuration not stated)
-0.4	COc1ccc(N2CCN(C(=O)c3ccc4c(c3)CCN4S(C)(=O)=O)CC2)cc1
2.6	CCC1=NN(C(=O)c2ccccc2[N+](=O)[O-])C(O)(c2ccccc2)C1 (configuration not stated)
-3.7	CC1(C)CC(=O)C2=C(C1)OC1=C(C(=O)CC(C)(C)C1)C2c1ccccc1Cl
1.4	CCCCCC(=O)N1C[C@@H](O)[C@H](n2cc(COC(=O)c3ccccc3)nn2)C[C@@H]1c1ccc(C)cc1
-0.1	CCN(CC)C(=O)C1=C(C)N(Cc2ccc(C(C)(C)C)cc2)C(=O)C(CC(=O)NCCN2CCOCC2)C1 (configuration not stated)
3.2	C[C@@H]1CN([C@H](C)CO)C(=O)CCCn2nncc2CO[C@@H]1CN(C)S(=O)(=O)c1cccc(C#N)c1
-2.8	CC1=C(C(=O)N(C)C)CC(CC(=O)NCCc2ccccn2)C(=O)N1Cc1ccc(F)cc1 (configuration not stated)
-2.5	N#CCCn1cc(C(=O)CN2C(=O)NC3(CCc4ccccc43)C2=O)c2ccccc21 (configuration not stated)
3.6	Cc1cnc(NS(=O)(=O)c2ccc(N)cc2)nc1-c1ccccc1O
-1.3	CN(CCCn1ccc(NC(=O)OCc2ccccc2)nc1=O)Cc1ccco1
3.5	COC(=O)C(CSCc1ccccc1)NC(=O)CCNC(=O)OCc1ccccc1 (configuration not stated)
5.2*	C[C@@H]1CN([C@@H](C)CO)S(=O)(=O)c2ccc(Br)cc2O[C@@H]1CN(C)C(=O)c1ccncc1
1.6	Cc1ccc(CN2CCC[C@]3(N[C@H](c4ccc(C)cc4)[C@@H]4C(=O)N(Cc5ccccc5)C(=O)[C@@H]43)C2=O)cc1
0.1	CCCC1Cc2nc(Cl)c(C#N)cc2CO1 (configuration not stated)
-0.7	C=CCN(C(=O)CSc1nc2ccsc2c(=O)n1Cc1ccc(C(=O)O)cc1)c1ccccc1
-1.1	Nc1ccccc1CCc1ccccc1N
1.4	CCC/C=C/c1ccc(CN2C(C)C(=O)N(Cc3cn(CCOCOC)nn3)CCS2(=O)=O)cc1 (configuration not stated)
1.3	COc1cccc(C(=O)NCCS(=O)(=O)N2CCCC(C)C2)c1 (configuration not stated)

5 compounds picked at random from those above:
V-ATPase pH	molecule
-2.8	CC1=C(C(=O)N(C)C)CC(CC(=O)NCCc2ccccn2)C(=O)N1Cc1ccc(F)cc1 (configuration not stated)
1.4	CCCCCC(=O)N1C[C@@H](O)[C@H](n2cc(COC(=O)c3ccccc3)nn2)C[C@@H]1c1ccc(C)cc1
1.6	Cc1ccc(CN2CCC[C@]3(N[C@H](c4ccc(C)cc4)[C@@H]4C(=O)N(Cc5ccccc5)C(=O)[C@@H]43)C2=O)cc1
3.2	C[C@@H]1CN([C@H](C)CO)C(=O)CCCn2nncc2CO[C@@H]1CN(C)S(=O)(=O)c1cccc(C#N)c1
-1.3	CN(CCCn1ccc(NC(=O)OCc2ccccc2)nc1=O)Cc1ccco1

(list continues)
V-ATPase pH	molecule
-4.9	COc1ccc(CCn2c(O)c(C=Nc3cccc(F)c3)c(=O)[nH]c2=O)cc1OC
2.7	Cc1ccc(NC(=O)COc2ccccc2)cc1S(=O)(=O)N1CCCCC1
-0.8	CCOC(=O)N(C)C[C@H]1OCc2cnnn2CCCC(=O)N([C@@H](C)CO)C[C@H]1C
-1.3	Cc1nnc(SC(C)C(=O)c2c[nH]c3ccccc23)n1C1CC1 (configuration not stated)
0.3	NC1(CO)COC(c2ccccc2)OC1 (configuration not stated)
1.0	COc1ccc(NC(=O)O[C@@H](C)[C@@H]2CN3CCc4c([nH]c5ccc(-c6ccc(OC)cc6)cc45)[C@@H]3C[C@@H]2N(C)C(=O)Nc2ccc(OC)cc2)cc1
-0.8	C[C@H]1CN(c2ccccc2)C(=O)[C@@H]1CC(=O)Nc1ccccc1
-3.4	CSc1ncccc1C(=O)OCC(=O)c1ccc(Cl)s1
2.2	O=C(CSc1nnc(-c2ccncc2)n1C1CC1)c1cccs1
0.2	CCN(CC)C(=O)C1=C(C)N(CCCOC)C(=O)C(CC(=O)NC(c2ccccc2)c2ccccc2)C1 (configuration not stated)
-1.4	O=C(COC(=O)c1cc(S(=O)(=O)N2CCOCC2)ccc1Cl)NC1CCCCC1
1.0	CC(C)=NN1C(c2nonc2N)=NOC1(C)C
-3.3	C[C@H]1Cn2cnc(C(=O)NCc3ccc(CNC(=O)OC(C)(C)C)cc3)c2C(=O)N1
-3.6	CCCNC(=O)N(C)C[C@@H]1Oc2cc(C#C[C@H](C)O)ccc2S(=O)(=O)N([C@H](C)CO)C[C@H]1C
-0.7	Cc1cn([C@H]2C[C@H](O)[C@@H](CNCc3ccc(F)c(N4CCOCC4)c3)O2)c(=O)[nH]c1=O
-1.0	CC(C)OC(=O)N(C)C[C@H]1OCc2cnnn2CCCC(=O)N([C@@H](C)CO)C[C@H]1C
0.1	C[C@@H]1CN([C@H](C)CO)S(=O)(=O)c2ccc(Br)cc2O[C@@H]1CN(C)C(=O)Nc1ccc(C(F)(F)F)cc1
2.7	C[C@H](CO)N1C[C@H](C)[C@@H](CN(C)Cc2ccccn2)Oc2ncc(Br)cc2C1=O
-2.6	CCSc1ncccc1C(=O)N[C@@H](CCSC)C(=O)OC

Source: PubChem BioAssay
